High-throughput results: PubChem, several laboratories
P. falciparum M17LAP: P. falciparum M17LAP inhibitors, primary screen, biochemical, fluorogenic H-Leu-NHMec substrate, 1536-well (AID 1619); Leucine aminopeptidase (Plasmodium falciparum (isolate 3D7)); recombinant M17LAP, H-Leu-NHMec fluorogenic kinetic assay; higher % means a stronger effect; inhibition, % at 30 µM, or IC50 in µM where a hit was titrated; 220,000 tested, 0.38% active;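 active = compound inhibiting the enzyme by more than half at any dose during confirmatory dose-response retesting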;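 also: plate controls were full reaction with DMSO carrier for no effect and no enzyme background for full effect; strong numbers were not always called active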
P. falciparum M1AAP: P. falciparum M1AAP inhibitors, biochemical, fluorogenic H-Leu-NHMec substrate, 1536-well (AID 1445). recombinant M1AAP, H-Leu-NHMec fluorogenic kinetic assay; higher % means a stronger effect. 220,000 tested, 0.42% active. Aminopeptidase N (Plasmodium falciparum (isolate 3D7)). inhibition, % at 30 µM, or IC50 in µM where a hit was titrated;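 active = primary inhibition above the hit cutoff, then over 50% inhibition at one or more dose response concentrations, cut at about 23% in these data, passing the limit was not always enough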;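 also: plate controls were DMSO full reaction for no effect and no enzyme background for full effect; strong numbers were not always called active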
Siah-1 displacement: Siah-1 peptide-binding antagonists, primary screen, biochemical, fluorescence polarization, rhodamine-plectin, uHTS (AID 1817). displacement, % at 20 µM; hits with a dose series show IC50 in µM. Siah-1 / rhodamine-plectin peptide fluorescence polarization; higher % means a stronger effect. 290,000 tested, 0.02% active;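 active = displacement of at least 50% at 20 µM, with a fluorescence ratio check between 0.3 and a set limit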;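 also: plate controls were Siah plus tracer with DMSO for no effect and tracer alone without Siah for full effect; strong numbers were not always called active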
AID2073: inhibitors of Mint1-CaV2.2 protein interaction, biochemical, HTRF (AID 2073) | Voltage-dependent N-type calcium channel subunit alpha-1B (Homo sapiens) | HTRF protein-protein interaction, Mint1-CaV2.2; higher % means a stronger effect | one-dose inhibition, % at 20 µM; IC50 in µM for titrated hits | 290,000 tested, 0.19% active; in the data active = inhibition mostly above about 51%, no sharp cut-off; also: some results filed as inactive read as strong as hits
human PMI inhibition: inhibitors of human PMI, primary screen, biochemical, fluorescence intensity, coupled assay (AID 1209); Mannose-6-phosphate isomerase (Homo sapiens); purified PMI enzyme, coupled fluorescence intensity; higher % means a stronger effect; one-dose inhibition, % at 20 µM; IC50 in µM for titrated hits; 190,000 tested, 0.42% active;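 also: plate controls were DMSO vehicle for no effect and wells lacking substrate for full effect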
PMI inhibition: human PMI inhibitors, high substrate, primary screen, biochemical, fluorescence intensity, high mannose 6-phosphate (AID 1220). 190,000 tested, 0.66% active. Mannose-6-phosphate isomerase (Homo sapiens). inhibition, % at 20 µM; hits with a dose series show IC50 in µM. recombinant PMI enzyme, coupled fluorescence intensity; higher % means a stronger effect
LYP inhibition: inhibitors of LYP phosphatase, biochemical, fluorescence intensity, uHTS (AID 1779); inhibition, % at 11.5 µM; hits with a dose series show IC50 in µM; 290,000 tested, 0.054% active; recombinant LYP phosphatase, fluorescence intensity; higher % means a stronger effect;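 also: plate controls were vehicle with enzyme for no effect and no enzyme for full effect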
XIAP antagonists: XIAP antagonists, biochemical, IAP family, fluorescence polarization (AID 1018); E3 ubiquitin-protein ligase XIAP (Homo sapiens); XIAP BIR domain, fluorescence polarization peptide displacement; higher % means a stronger effect; one-dose displacement, % at 20 µM; IC50 in µM for titrated hits; 200,000 tested, 0.007% active; in the data active = displacement above about 50%; also: a part of the inactive calls stands beside numbers as strong as those of hits
Dynein cargo inh: inhibitors of GR-EGFP nuclear translocation, primary screen, dynein cargo transport inhibitor project, imaging, high-content, 3617.4 mouse cells | z-score, hits read low | AID 1381, 2008 | 220,000 tested, 0.47% active | test concentration mostly 20 µM; stimulated with dexamethasone, 1 µM; stronger effect = lower value;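 active = plate z-score of nuclear minus cytoplasmic receptor signal below a set negative limit, without overly bright fluorescence or cell loss, cut at about -3.5 in these data, passing the limit was not always enough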;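 also: z-score of nuclear minus cytoplasmic ring GR-EGFP intensity difference per well; some compounds called inactive have numbers as strong as hits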
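Buffer or medium: Induction medium lacking tetracycline, stripped serum | Also added: Dexamethasone agonist, 1.0 µM final, for 30 min | Timing: 48 h induction, 1 h compound, 30 min dex at 37 °C | Detection: Formaldehyde fixation, Hoechst nuclear stain, 10x automated fluorescence imaging | Measure: Nuclear versus cytoplasmic GR-EGFP signal, averaged per well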
Dynein cargo inh cytoplasmic EGFP: also measured in Dynein cargo inh; calls as there; z-score; measured here: cytoplasmic GR-EGFP intensity; stronger effect = higher value
Dynein cargo inh nuclear GR-EGFP: recorded beside Dynein cargo inh, whose call it bears; z-score; measured here: nuclear GR-EGFP intensity;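 lower value marks the stronger effect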
Dynein cargo inh cell count: also measured in Dynein cargo inh; calls as there; z-score; measured here: cell count per field
An asterisk follows results filed as active; · = not tested or not shown. Rule as the data show it, unless noted: active = inhibition above about 50%; inactive = the rest.

SMILES	P. falciparum M17LAP	P. falciparum M1AAP	Siah-1 displacement	AID2073	human PMI inhibition	PMI inhibition	LYP inhibition	XIAP antagonists	Dynein cargo inh	Dynein cargo inh cytoplasmic EGFP	Dynein cargo inh nuclear GR-EGFP	Dynein cargo inh cell count
CCOC(=O)Cn1c(C)c(Br)c(=O)c2cccc(C)c21	6%	1%	3%	-4%	4%	5%	-6%	-4.5%	-0.29	-0.22	0.17	-0.099
C/C(=N\NC(=O)c1cccc(Br)c1)c1ccc(Br)cc1	3%	-1%	-4%	8%	-1%	0%	-1%	-1.3%	-0.51	0.28	-0.67	0.93
O=S(=O)(NCc1ccccc1)NCc1ccccc1F	-9%	-3%	3%	12%	-10%	-5%	-2%	-9.1%	-0.7	-0.25	-0.32	0.55
O=C(NCCc1ccncc1)Nc1cccc(Cl)c1	13%	1%	-2%	7%	2%	0%	-4%	2.1%	-0.95	0.17	-0.25	0.36
CC(=O)Nc1ccc(NC(=O)c2ccc(Cl)nc2)cc1	·	·	2%	-3%	·	·	-4%	·	-1.1	-0.83	-0.83	0.6
NNC(=O)[C@H](Cc1ccccc1)NC(=O)Nc1ccc2c(c1)OCCO2	9%	2%	3%	3%	·	·	-1%	·	-0.28	-0.14	-0.019	-0.14
COc1cc(S(=O)(=O)N2CCOCC2)ccc1NC(=O)c1cc2c(s1)CCC2	6%	20%	-1%	3%	8%	6%	-4%	-4.2%	-0.057	-0.22	0.41	0.77
CCOc1ccc(C(=O)NC(=S)Nc2ccc(N3CCCCC3)cc2)cc1[N+](=O)[O-]	3%	5%	36%	-11%	33%	7%	3%	-4.4%	0.18	-0.24	0.23	0.67
N#CC(=C1CCCC1)c1nc(-c2ccccc2O)cs1	10%	13%	-4%	-3%	-19%	-28%	0%	-6.3%	-0.47	-0.17	-0.24	0.71
CC1CCCC(NC(=O)CSc2nccn2C)C1C (stereo unspecified)	-8%	7%	5%	25%	-20%	-27%	0%	-5.3%	-0.82	-0.27	-0.44	0.4
Cc1[nH]c(=O)[nH]c(=O)c1S(=O)(=O)N1CCOCC1	-12%	-8%	-4%	-6%	-6%	0%	-9%	-0.6%	1.3	-0.17	0.95	-0.2
Oc1ccccc1C(=S)N1CCN(c2cccc(Cl)c2)CC1	-2%	4%	0%	-7%	22%	-2%	-4%	-3.2%	-0.4	0.35	-0.0038	0.44
COc1ccc(/C=N/NC(=O)CCn2nnc3ccccc32)cc1	-1%	-2%	-2%	-8%	·	·	-4%	·	-0.27	-0.31	-0.38	1.1
COc1ccc(CSCC(=O)Nc2ccccc2SC)cc1	-17%	5%	12%	-2%	7%	8%	1%	-4.0%	-0.63	-0.3	0.48	0.072
O=C1CC(NCc2ccncc2)C(=O)N1c1ccccc1 (stereo unspecified)	4%	5%	-6%	4%	4%	-3%	-8%	-2.4%	-0.62	-0.2	-0.31	0.8
N/C(Cc1cccc2ccccc12)=N\OC(=O)c1ccc2c(c1)OCO2	2%	2%	16%	23%	4%	8%	-8%	-4.5%	-0.56	0.51	-0.15	-0.27
Fc1ccc(-c2nnn(Cc3nc4ccccc4s3)n2)cc1	-18%	-8%	3%	-3%	15%	18%	-3%	-2.9%	-0.11	1	0.17	-0.31
CCn1c(C)c(C(C)=O)c(N2CCN(c3cccc(Cl)c3)CC2)nc1=S	1%	13%	4%	-7%	-44%	-90%	3%	-26%	0.45	-0.22	0.32	0.34
Cc1nc(OCC(C)C)c2sc3nc4c(cc3c2n1)COC(C)(C)C4	-8%	7%	10%	7%	·	·	-7%	·	0.21	0.12	0.12	0.25
Cc1nnc(SCC(=O)Nc2ccccc2)n1CCc1ccccc1	8%	-3%	1%	0%	5%	0%	-4%	-0.9%	0.77	-0.17	0.49	-0.61
CCOC(=O)C1CCCN(C(=O)C2c3ccccc3Oc3ccccc32)C1 (stereo unspecified)	-3%	6%	3%	0%	10%	8%	0%	0.3%	0.27	-0.32	0.3	0.35
O=C(N/N=C/C1CC=CCC1)c1cc(-c2cccnc2)nc2ccccc12 (stereo unspecified)	13%	10%	-1%	7%	-2%	0%	-2%	-1.0%	-0.075	-0.15	0.025	-0.3
COc1ccc(C(=O)ON=C2CCN(c3ccc([N+](=O)[O-])cc3)CC2)cc1	-8%	5%	0%	-2%	13%	12%	-1%	-3.9%	0.34	-0.22	-0.048	0.27
S=c1[nH]nc(Cc2ccc(Cl)cc2)o1	2%	7%	0%	-27%	·	·	-4%	·	-0.72	-0.77	-0.21	0.51
COc1ccccc1CNC(=O)C1CCCN(S(=O)(=O)c2cccc3cccnc23)C1 (stereo unspecified)	4%	4%	8%	-4%	14%	9%	-2%	-4.4%	-0.43	-0.23	0.0016	-0.031
Cc1cc(SC(C)C(=O)O)nc2ccccc12 (stereo unspecified)	15%	-2%	-1%	7%	-4%	-7%	-5%	-5.5%	0.11	-0.3	-0.065	0.14
Cc1ccc(CN2CCC(c3nc4ccc(Cl)cc4[nH]3)CC2)cc1	0%	2%	-1%	0%	0%	-2%	-10%	-5.8%	-0.21	-0.16	-0.13	0.34
CCOC(=O)N1CCN(S(=O)(=O)c2ccc(OCC(=O)OC)cc2)CC1	8%	6%	1%	5%	6%	4%	-7%	0.2%	0.35	-0.22	0.17	-0.18
Cn1c(=O)c2c(nc(CN3CCN(c4ccc(F)cc4)CC3)n2Cc2ccccc2F)n(C)c1=O	1%	-4%	-5%	-5%	6%	3%	-2%	-6.5%	0.058	-0.0093	0.35	0.22
Cc1onc(-c2c(Cl)cccc2Cl)c1C(=O)N=C(N)N1CCOCC1	-3%	1%	-3%	9%	·	·	-5%	·	-0.63	-0.22	-0.34	1.1
O=C(NCCN1CCOCC1)c1cc2cc([N+](=O)[O-])ccc2s1	-4%	3%	1%	2%	6%	8%	2%	-0.7%	0.033	-0.32	-0.072	0.8
CCOc1cc(/C=N/NC(=O)CN2CCOCC2)ccc1OCc1ccccc1	19%	-1%	9%	6%	19%	7%	-4%	-2.8%	-0.076	-0.2	-0.052	-0.34
Cc1ccnc2nc(C(=O)Nc3ccc4c(c3)OCO4)nn12	4%	1%	3%	-2%	-3%	-7%	-6%	-6.8%	-0.45	-0.16	-0.22	1.3
CCSc1ncnc2c1sc1nc3c(cc12)COC(C)(C)C3	-13%	-1%	5%	8%	10%	9%	3%	-7.1%	1	-0.23	0.83	-1.3
N#CCC(=O)N/N=C/c1cccc(Oc2ccccc2)c1	1%	3%	0%	-8%	3%	4%	-2%	-4.5%	-0.64	-0.1	-0.043	0.23
CC(=O)NC1(c2ccccc2)CCN(Cc2nnnn2C(C)(C)C)CC1	10%	1%	2%	-1%	8%	2%	-4%	-2.7%	-0.79	-0.21	0.14	0.46
COc1ccc(-c2nnnn2C)cc1S(=O)(=O)NCc1ccccc1	-3%	5%	-2%	0%	8%	-1%	-1%	-7.5%	-0.13	-0.21	-0.21	0.38
COC(=O)c1ccc(CN2CCCC(CCC(=O)NCc3ccc(C)o3)C2)cc1 (stereo unspecified)	11%	0%	4%	5%	5%	5%	-6%	-6.8%	0.21	-0.27	0.22	0.49
Cc1c(Cc2ccccc2)c(=O)oc2c(CN(C)C)c(O)c(Cl)cc12	-438%	33µM*	-1%	39%	1%	8%	-57%	-3.0%	0.52	-0.17	0.55	0.37
CS(=O)(=O)c1ccc2nc(NC(=O)CCC(=O)c3cccs3)sc2c1	0%	11%	-9%	-1%	-8%	-19%	1%	-3.7%	-0.36	-0.2	0.32	1.3
COc1ccc(-n2c(SCC(=O)Nc3sc4c(c3C#N)CCCC4)nnc2-c2ccccc2OC)cc1	-2%	4%	0%	13%	3%	0%	5%	-2.0%	1.3	-0.19	0.42	-0.31
CC(/C=N/NC(=O)c1cccc([N+](=O)[O-])c1)=C\c1ccccc1	-2%	0%	-2%	7%	1%	-20%	-4%	-5.4%	2.2	-0.02	1.5	-2
Cc1cccc(NC(=S)N2CCN(c3ccccc3)CC2)c1	-8%	-1%	10%	-18%	7%	3%	-2%	-2.5%	0.015	-0.16	-0.07	-0.16
CC(=O)N1CCN(C(=O)Nc2cccc(C(F)(F)F)c2)CC1	-8%	-5%	-1%	8%	-5%	-1%	-6%	-1.0%	-0.15	-0.088	-0.23	0.4
CN(C)S(=O)(=O)c1cccc(NC(=O)c2ccc(Sc3nncn3C)c([N+](=O)[O-])c2)c1	-6%	2%	1%	7%	5%	6%	-8%	-4.4%	-0.37	0.29	0.04	0.29

Compound profiles (already shown). Values in the order: P. falciparum M17LAP | P. falciparum M1AAP | Siah-1 displacement | AID2073 | human PMI inhibition | PMI inhibition | LYP inhibition | XIAP antagonists | Dynein cargo inh | Dynein cargo inh cytoplasmic EGFP | Dynein cargo inh nuclear GR-EGFP | Dynein cargo inh cell count
Fc1ccc(-c2nnn(Cc3nc4ccccc4s3)n2)cc1 in the list: -18% | -8% | 3% | -3% | 15% | 18% | -3% | -2.9% | -0.11 | 1 | 0.17 | -0.31
COc1cc(S(=O)(=O)N2CCOCC2)ccc1NC(=O)c1cc2c(s1)CCC2 in the list: 6% | 20% | -1% | 3% | 8% | 6% | -4% | -4.2% | -0.057 | -0.22 | 0.41 | 0.77

Remaining list, next part:
SMILES	P. falciparum M17LAP	P. falciparum M1AAP	Siah-1 displacement	AID2073	human PMI inhibition	PMI inhibition	LYP inhibition	XIAP antagonists	Dynein cargo inh	Dynein cargo inh cytoplasmic EGFP	Dynein cargo inh nuclear GR-EGFP	Dynein cargo inh cell count
O=C(c1ccc(Br)o1)N(c1ccc(Br)cc1)C1C=CS(=O)(=O)C1 (stereo unspecified)	9%	0%	3%	-3%	12%	14%	-1%	-6.0%	-0.29	-0.25	-0.23	0.36
CSc1ccccc1C(=O)N1CCCCC1	-2%	3%	1%	8%	2%	2%	0%	-3.0%	-0.26	-0.24	0.017	0.53
COc1ccc2c(c1)c1ncn(CC3CCCO3)c(=O)c1n2C (stereo unspecified)	-25%	9%	12%	14%	·	·	-13%	·	0.2	-0.29	0.04	0.33
Cn1c(SCC(=O)NC2CC2)nnc1C(F)(F)F	-9%	18%	3%	-4%	10%	9%	-6%	-2.1%	0.081	0.6	0.99	-0.027
CCNc1ccc(C(=O)OCC(=O)NCc2ccc(C)cc2)cc1[N+](=O)[O-]	-1%	6%	14%	4%	6%	-2%	-5%	2.4%	-0.56	-0.23	-0.3	0.18
N#Cc1cccc(C#N)c1Oc1ccc(N)cc1	25%	12%	-1%	9%	·	·	-4%	·	-0.08	-0.25	0.39	0.16
